Source: PubChem BioAssay (several laboratories)
C8 TRAIL sens: caspase-8 TRAIL sensitization. NB7+C8 cells + TRAIL, ATPlite viability luminescence. inhibition (viability loss, TRAIL sensitization), % at 10 µM. actives 1% (n = 360,000). AID 624354;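 active means compounds causing at least 50% loss of cell viability in the single-dose screen, relative to plate controls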
NR2F2 inh: blocks human COUP-TFII nuclear receptor; HEK293T NGFI-A luciferase reporter, luminescence; P24468; inhibition, % at 8.6 µM; actives 0.7% (n = 370,000);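 active means inhibition above a per-plate cutoff, mean inhibition of test wells between control levels plus 3 SD, cut at about 38% in these data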;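 further: cells cotransfected with COUP-TFII expression vector driving the NGFI-A reporter; 0% = median of COUP-TF2 test wells and 100% = reporter-only cells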
Target sequence (P24468 whole entry, looked up): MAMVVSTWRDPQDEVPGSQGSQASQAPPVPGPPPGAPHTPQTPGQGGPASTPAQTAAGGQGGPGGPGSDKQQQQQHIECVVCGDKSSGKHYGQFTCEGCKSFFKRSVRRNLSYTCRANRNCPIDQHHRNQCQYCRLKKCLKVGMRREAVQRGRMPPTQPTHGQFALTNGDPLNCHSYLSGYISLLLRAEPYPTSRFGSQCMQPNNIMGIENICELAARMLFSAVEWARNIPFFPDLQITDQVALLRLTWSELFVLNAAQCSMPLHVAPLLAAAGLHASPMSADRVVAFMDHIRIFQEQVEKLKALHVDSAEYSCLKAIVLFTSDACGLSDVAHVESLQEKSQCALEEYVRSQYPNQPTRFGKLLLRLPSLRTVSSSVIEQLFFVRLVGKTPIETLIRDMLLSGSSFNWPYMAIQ
NCOA3 inh: human NCOA3 inhibition; actives 0.17% (n = 360,000); Q9Y6Q9; HEK293 GAL4-SRC3 luciferase reporter, luminescence; inhibition, % at 3.6 µM;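 active means inhibition above a per-campaign cutoff, the mean of all compounds plus 3 SD, cut at about 60% in these data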;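 further: 0% = DMSO-treated cells and 100% = gossypol-treated cells at 36 µM; higher means less SRC3-driven luciferase light from the GAL4 reporter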
TWEAK Fn14 block: TWEAK-Fn14 signaling inhibition; TWEAK-stimulated Fn14 reporter cells, luciferase luminescence, 8 h; inhibition, % at 10 µM; actives 2% (n = 360,000); AID 1159606; in the data active means inhibition above about 50%
TROY signal inh: TROY signaling inhibition; Q293 LMP1-TROYcd NF-kB luciferase reporter, 4 h; AID 1347056; actives 0.98% (n = 360,000); inhibition, % at 10 µM;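 active means compounds whose plate-normalised and pattern-corrected inhibition of the luciferase reporter signal at the single screening dose is 50% or more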
KKLEB cytotox: CF airway cell cytotoxicity counter-screen. KKLEB CF airway cells viability, ATPlite luminescence, overnight; hits give low values; cells stimulated with P. aeruginosa culture filtrate. activity change (cytotoxicity), % at 5 µM. actives 0.36% (n = 360,000). AID 602141;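 active means corrected activity change at or below -50% at 5 µM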
Shn3 inh set2: Schnurri-3 reporter inhibition in Clone20 osteoblasts | Clone20 osteoblast Shn3 3'UTR firefly luciferase, 24 h | inhibition, % at 12.5 µM | actives 0.52% (n = 360,000);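 active means mean inhibition of at least 75% with every replicate also reaching 75%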;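 further: 0% = median of neutral control wells and 100% = pilot-screen positive control compound; some compounds past the cut are filed as inactive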
LRH-1 inv ag: suppresses constitutive activity of human LRH-1; O00482; HEK293T StAR-luciferase reporter, LRH-1 transfected, 24 h; inhibition, % at 3.6 µM; actives 0.13% (n = 360,000); AID 602396;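 active means inhibition above the mean inhibition of all tested compounds plus 3 SD, cut at about 73% in these data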;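 further: 0% = DMSO wells and 100% = reporter-only cells lacking LRH-1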
Target sequence (O00482 whole entry, looked up): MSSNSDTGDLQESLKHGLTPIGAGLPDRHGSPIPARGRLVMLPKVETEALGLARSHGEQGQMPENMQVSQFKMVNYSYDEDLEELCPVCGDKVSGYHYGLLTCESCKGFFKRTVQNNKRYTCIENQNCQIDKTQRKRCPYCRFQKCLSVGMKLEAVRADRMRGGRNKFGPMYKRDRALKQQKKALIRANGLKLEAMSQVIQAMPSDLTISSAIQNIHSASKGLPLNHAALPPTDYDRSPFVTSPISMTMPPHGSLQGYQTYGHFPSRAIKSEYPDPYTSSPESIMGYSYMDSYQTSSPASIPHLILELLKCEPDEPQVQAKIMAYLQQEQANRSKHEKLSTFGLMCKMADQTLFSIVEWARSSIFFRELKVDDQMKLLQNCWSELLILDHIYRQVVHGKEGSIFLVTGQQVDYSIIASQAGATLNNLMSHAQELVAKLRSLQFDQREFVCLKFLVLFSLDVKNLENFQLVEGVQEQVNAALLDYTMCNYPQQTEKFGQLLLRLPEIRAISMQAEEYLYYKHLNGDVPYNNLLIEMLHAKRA
CF NFkB inh: blocks PAF-induced NF-kB reporter in cystic fibrosis cells; AID 588850; inhibition, % at 5 µM; actives 0.86% (n = 360,000); KKLEB NF-kB-GFP reporter, GFP fluorescence overnight;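 active means at least 50% inhibition at 5 µM, scaled per plate between neutral and stimulator controls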;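 further: PAF is a Pseudomonas aeruginosa culture filtrate used as stimulus; plate controls were PAF-stimulated DMSO wells for no effect and unstimulated DMSO wells for full effect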
LMP1 NFkB inh: Epstein-Barr LMP1 NF-kappaB reporter inhibition | actives 0.69% (n = 350,000) | AID 504558 | LMP1-induced NF-kappaB luciferase reporter cells, luminescence | inhibition, % at 12.5 µM; in the data active means inhibition above about 41%;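 further: 0% = neutral control wells and 100% = reference inhibitor control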
NCOA1 inh: inhibits human SRC1 coactivator; Q15788; HEK293 GAL4-SRC1 luciferase reporter, luminescence; inhibition, % at 3.6 µM; actives 0.12% (n = 360,000); AID 588354;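 active means inhibition above the campaign mean plus 3 SD, with each screening campaign given its own cutoff, cut at about 60% in these data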;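 further: 0% = DMSO treated cells and 100% = gossypol at 36 µM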
An asterisk follows results filed as active; . = no result given. A portion of the library. The share of hits here may be higher or lower than overall.

SMILES	C8 TRAIL sens	NR2F2 inh	NCOA3 inh	TWEAK Fn14 block	TROY signal inh	KKLEB cytotox	Shn3 inh set2	LRH-1 inv ag	CF NFkB inh	LMP1 NFkB inh	NCOA1 inh
COC(=O)COc1ccc(NC(=O)C(c2ccccc2)c2ccccc2)cc1	-8	-4	-3	-5	1	-1	4	3	4	15	3
Cc1ccc2[nH]c(C)c(CCNC(=O)c3cc4cc([N+](=O)[O-])ccc4oc3=O)c2c1	-6	1	-9	20	9	2	-2	6	-2	0	-1
CC(Sc1nc2ccccc2c(=O)n1Cc1ccco1)C(=O)c1ccccc1 (stereo not drawn)	3	-17	10	21	-14	-5	26	32	1	11	-15
O=C(c1cnn2ccccc12)N1CCCc2ccccc21	8	16	-15	11	-4	3	-4	26	-4	-3	5
Cc1ccc(C(CNC(=O)Nc2ccc(Cl)cc2)N2CCN(C)CC2)cc1 (stereo not drawn)	6	-5	-4	-2	-9	10	3	3	3	-6	-12
CC(=O)c1ccc2c(c1)OCCOCCOCCO2	-3	1	29	1	-5	-1	10	-4	0	-3	23
NC(=O)C1CCN(C(=O)C2CC(=O)N(Cc3ccccc3)C2)CC1 (stereo not drawn)	11	-2	14	2	3	3	-25	6	8	-10	8
O=c1[nH]nc(N2CCOCC2)c(=O)[nH]1	-1	10	19	-23	11	-2	11	-11	-15	-2	9
O=C(NCCCn1ccnc1)c1cccc(S(=O)(=O)N2CCCCCC2)c1	5	-4	9	12	7	-6	-3	8	4	-4	-7
CCCn1cc([C@@H]2C[C@H]3CN(Cc4cccc(Cl)c4)C(=O)[C@]34CCCN24)c(C)n1	-2	-13	19	5	7	4	-4	19	-3	-6	8
CC[C@H](C)[C@@H]1NC(=O)c2cc([N+](=O)[O-])cc(F)c2NCCCC[C@@H](C(N)=O)NC(=O)[C@H](CCCCN)NC1=O	-11	-1	2	-10	-4	-1	-5	17	14	1	-14
C#CCOCCOCCOCCNc1nc(N2CCN(C(=O)[C@H]([C@@H](C)O)n3cc(CCCCN)nn3)CC2)nc(N2CCN(C(=O)[C@H]([C@@H](C)CC)n3cc(CCCN=C(N)N)nn3)CC2)n1	-16	-7	-3	15	-13	-9	-9	-24	-10	-5	2
Cn1c2ccccc2c2c(C(=O)NCCCN3CCCC3=O)cn(C3CCCCC3)c(=O)c21	-3	17	7	2	5	-1	-15	17	6	3	-16
O=C(O)CC(CC(=O)N1CCN(C(=O)c2ccco2)CC1)c1ccccc1 (stereo not drawn)	7	1	-17	3	15	-2	7	-1	27	1	-8
O=Cc1cn(CCOc2ccccc2)c2ccccc12	-13	-12	-11	-20	-34	6	-15	-22	17	-8	-12
CC(C)C(=O)NC(=S)Nc1c(Cl)ccc2nsnc12	4	-2	16	-4	-8	7	7	-2	-2	-11	-5
Cn1c(CN2CCN(c3ccc(Cl)cc3)CC2)nc2ccccc21	34	9	19	37	1	9	-2	44	-15	-4	-18
COc1cc(/C=N\NC(=O)c2ccc(C)nc2)ccc1OC(=O)c1ccco1	20	-23	-3	26	-10	4	-12	-1	1	-4	-24
CN(C(=O)c1ccc(NC(=O)Cc2ccc(NC(=O)C3CCN(C(=O)C4CCCC4)CC3)cc2)cc1)C1CC1	5	-1	14	-45	-11	-1	-6	17	16	6	-9
Clc1ccc(Cn2ncc3c(N4CCCC4)ncnc32)cc1	9	6	-18	-14	-3	-27	10	-23	24	-2	-7
CC1=C(Nc2ccc(C(=O)O)cc2)C(=O)c2ccccc2C1=O	-1	-21	-18	3	-44	10	-4	-12	33	9	-19
NC(=O)c1ccc(NC(=O)COC(=O)c2cccc(Oc3ccccc3)c2)cc1	3	-2	6	-6	7	-8	9	-8	-8	1	-2
CC(C)(C)NC(=O)NC(=O)CN1CCc2ccccc21	-5	0	7	1	5	-1	-24	6	-3	-35	-11
CN(C)c1nc(NC(C)(C)C)nc(NC(C)(C)C)n1	16	-3	17	-21	2	-15	15	8	20	3	10
CCOC(=O)C1CCN(Cc2ccc(-c3ccccc3)cc2)CC1	-2	24	-1	-12	-2	4	2	17	-8	3	-2

Next part
SMILES	C8 TRAIL sens	NR2F2 inh	NCOA3 inh	TWEAK Fn14 block	TROY signal inh	KKLEB cytotox	Shn3 inh set2	LRH-1 inv ag	CF NFkB inh	LMP1 NFkB inh	NCOA1 inh
c1nnc2c3c4c(sc3ncn12)CCC4	-12	19	31	59*	10	-5	1	-4	59*	26	19
O=C1Oc2ccccc2C(=O)/C1=C/N1CCN(c2ccccc2F)CC1	-9	2	3	25	1	-13	0	-4	33	9	-1
CC(=O)N/N=C/c1cc(C)n(-c2ccc(Br)cc2)c1C	6	-10	-2	-7	-4	-10	17	-7	-21	9	-5
COc1ccc2sc(-c3ccccc3OC)c(-c3ccc(OC)c(F)c3)c2c1	8	-10	-13	-5	-5	5	-3	10	-2	-9	-13
CCC(C)c1ccccc1NC(=O)c1cc2cccc([N+](=O)[O-])c2[nH]1 (stereo not drawn)	12	-11	-23	23	24	-11	-6	-3	6	.	-5
COc1ccccc1CCNC(=O)CCSc1nc(-c2ccco2)cc(C(F)(F)F)n1	22	-5	9	-10	.	-8	10	7	16	12	6
Cc1ccc(Cl)cc1NC(=O)COC(=O)C1CCCCC1	-13	4	7	0	11	-4	4	-6	-2	-8	-4
CCN1CCN(c2nc(-c3ccccc3)nc3ccccc23)CC1	1	-16	21	-3	-10	11	11	8	-16	-10	11
Fc1cccc(Cl)c1CNCc1ccccc1Cl	-1	6	-1	3	3	-2	-8	-17	-2	-4	-20
C=CCn1c(SCc2csc(C)n2)nc2sc3c(c2c1=O)CCC(C)C3 (stereo not drawn)	21	8	-8	15	8	-15	16	12	8	4	-10
Cc1nn(C)c(C)c1S(=O)(=O)N(CC(=O)N1CCc2ccccc2C1)c1ccc(C(C)C)cc1	19	-7	6	15	12	-7	1	16	-12	-1	-3
Cc1ccc(NC(=O)CCC(=O)N/N=C/C=C/c2ccccc2)cc1	4	6	-6	16	-6	-7	4	-14	5	-11	-27
CC(C)OC(=O)CSc1nnnn1-c1ccc2c(c1)OCCO2	0	-12	-24	-35	-33	6	-77	-35	8	-14	-22
COc1ccc(C(=O)NCc2cccnc2)cc1S(=O)(=O)N1CCCc2ccccc21	1	-2	-5	26	12	-4	4	13	-16	5	-2
O=c1c2cc(N3CCOCC3)ccc2[nH]c(=S)n1Cc1ccccn1	9	0	-11	-9	11	-10	-5	8	-8	-7	4
CCOC(=O)c1ccc(NC(=O)C2CCCN(c3cnccn3)C2)cc1 (stereo not drawn)	4	-32	-36	-24	-17	-2	-15	-29	3	-2	-45
CCOc1ccc(CCNC(=O)c2nnn(CC(=O)Nc3ccc(C)cc3)c2N)cc1OCC	-3	.	-11	-8	-12	9	0	-4	-9	6	2
CCNC(=O)COc1ccc(CC)cc1	14	-18	-12	-6	-32	-5	0	-31	6	-13	-35
O=C(NCC1COCCO1)c1cc(COc2c(F)cccc2F)on1 (stereo not drawn)	-6	3	-40	8	-8	0	6	3	11	-12	-41
Cc1ccc2cc(CN(Cc3cccs3)Cc3nnnn3CC3CCCO3)c(=O)[nH]c2c1C (stereo not drawn)	10	-21	16	-5	-13	3	6	16	-11	1	-10
S=C(Nc1ccc(Br)cc1Cl)N1CCCC1	-9	-22	-65	-24	-41	3	-81	-93	7	-20	-92
O=C(O)c1ccc(/C=N/Nc2ccc(Cl)nn2)cc1	14	-4	8	-5	-3	1	-2	16	-10	7	-2
CCOC(=O)C1CCCN(C(=O)CCc2ccccc2)C1 (stereo not drawn)	6	9	-2	9	8	-7	9	-8	2	-11	-9
O=C(COC(=O)c1cncc(Br)c1)NCc1ccc(Cl)cc1	-5	-14	-1	-1	12	-19	.	0	11	-4	-3
COc1cccc(N(Cc2nnc3n2CCCCC3)C(=O)Nc2ccccc2)c1	-9	-14	1	-19	-1	22	1	2	-8	-14	4
COc1ccc(C2OC(CCc3ccccc3)CC3=C2C(=O)OC(C)(C)O3)cc1 (stereo not drawn)	3	-14	7	4	13	2	0	25	15	.	13
CCOC(=O)[C@@H]1[C@H]2COc3cc(OC)ccc3[C@H]2N2C(=O)N(c3ccc(F)cc3)C(=O)[C@@]12C	-17	-2	-3	5	-10	12	1	-8	3	-6	-14
O=C(OCc1cc([N+](=O)[O-])cc2c1OCOC2)c1ccc2ccccc2n1	-3	-6	16	-21	7	4	1	10	-19	-9	-8

Entries shown so far containing a Cl atom:
SMILES	C8 TRAIL sens	NR2F2 inh	NCOA3 inh	TWEAK Fn14 block	TROY signal inh	KKLEB cytotox	Shn3 inh set2	LRH-1 inv ag	CF NFkB inh	LMP1 NFkB inh	NCOA1 inh
Cc1ccc(C(CNC(=O)Nc2ccc(Cl)cc2)N2CCN(C)CC2)cc1 (stereo not drawn)	6	-5	-4	-2	-9	10	3	3	3	-6	-12
CCCn1cc([C@@H]2C[C@H]3CN(Cc4cccc(Cl)c4)C(=O)[C@]34CCCN24)c(C)n1	-2	-13	19	5	7	4	-4	19	-3	-6	8
CC(C)C(=O)NC(=S)Nc1c(Cl)ccc2nsnc12	4	-2	16	-4	-8	7	7	-2	-2	-11	-5
Cn1c(CN2CCN(c3ccc(Cl)cc3)CC2)nc2ccccc21	34	9	19	37	1	9	-2	44	-15	-4	-18
Clc1ccc(Cn2ncc3c(N4CCCC4)ncnc32)cc1	9	6	-18	-14	-3	-27	10	-23	24	-2	-7
Cc1ccc(Cl)cc1NC(=O)COC(=O)C1CCCCC1	-13	4	7	0	11	-4	4	-6	-2	-8	-4
Fc1cccc(Cl)c1CNCc1ccccc1Cl	-1	6	-1	3	3	-2	-8	-17	-2	-4	-20
S=C(Nc1ccc(Br)cc1Cl)N1CCCC1	-9	-22	-65	-24	-41	3	-81	-93	7	-20	-92
O=C(O)c1ccc(/C=N/Nc2ccc(Cl)nn2)cc1	14	-4	8	-5	-3	1	-2	16	-10	7	-2
O=C(COC(=O)c1cncc(Br)c1)NCc1ccc(Cl)cc1	-5	-14	-1	-1	12	-19	.	0	11	-4	-3
